Source: PubChem BioAssay (several laboratories)
Yfh1-depleted yeast = enhancers of respiration in Yfh1-depleted yeast, dose response, Friedreich's ataxia, plus single-dose screen (AID 1465); S. cerevisiae Yfh1-off respiration, WST-1 reduction, 72 h; higher fold induction means a stronger effect; fold induction at 50 µM, or EC50 in µM where a hit was titrated; 0.074% of 220,000 active;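 active = fold induction of absorbance versus untreated yeast above a set limit, then at least 30% activation at any dose in follow-up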;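 note: activators that raise dye reduction in frataxin-depleted yeast; strong numbers were not always called active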
Insulin prom up = insulin promoter activators in MIN6 cells, imaging, high-content screening, mouse beta cells; z-score at 5 µM; 0.3% of 190,000 active; MIN6 insulin promoter-GFP reporter; stronger effect = higher value;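 active = z-score above 3 at 5 µM with at least 500 cells counted in the well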
Dynein transport = inhibitors of GR-EGFP nuclear translocation, primary screen, dynein cargo transport inhibitor project, imaging, high-content, 3617.4 mouse cells; test concentration mostly 20 µM; stimulated with dexamethasone, 1 µM; stronger effect = lower value; z-score, hits read low; 0.47% of 220,000 active; AID 1381, 2008;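 active = plate z-score of nuclear minus cytoplasmic receptor signal below a set negative limit, without overly bright fluorescence or cell loss, cut at about -3.5 in these data, passing the limit was not always enough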;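 note: z-score of nuclear minus cytoplasmic ring GR-EGFP intensity difference per well; some compounds called inactive have numbers as strong as hits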
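Buffer or medium: tetracycline-free induction medium containing charcoal-stripped FBS / Reagent: dexamethasone agonist, 1.0 µM final, for 30 min / Technique: automated 10x imaging of fixed Hoechst-stained cells / Times: induction 48 h, compound 1 h, agonist 30 min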
M17LAP inhibition = P. falciparum M17LAP inhibitors, primary screen, biochemical, fluorogenic H-Leu-NHMec substrate, 1536-well (AID 1619); recombinant M17LAP, H-Leu-NHMec fluorogenic kinetic assay; higher % means a stronger effect; Leucine aminopeptidase (Plasmodium falciparum (isolate 3D7)); 0.38% of 220,000 active; inhibition, % at 30 µM, or IC50 in µM where a hit was titrated;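 active = compound inhibiting the enzyme by more than half at any dose during confirmatory dose-response retesting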;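 note: plate controls were full reaction with DMSO carrier for no effect and no enzyme background for full effect; strong numbers were not always called active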
Autophagy mod = autophagy modulators in MEF cells, primary screen, imaging, high-content, MEF GFP-LC3 | 0.98% of 190,000 active | MEF GFP-LC3 puncta imaging; test concentration mostly 10 µM | calls only at 10 µM (by protocol);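 active = percentage of spot-positive cells more than 3 SD above its plate mean, without a fluorescence outlier flag or 80% toxicity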;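 note: spot-positive cell cutoff set from DMSO-treated cells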
CSM14.1 death rescue = rescue of cells from ER stress-induced death, primary screen, 384-well, CSM14.1, thapsigargin, ATP luminescence (AID 1222). CSM14.1 thapsigargin-induced death rescue, ATP luminescence; higher % means a stronger effect. one-dose cellular ATP content (survival), % at 20 µM; EC50 in µM for titrated hits. 190,000 tested, under 10 active;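 active = EC50 below 50 µM in the dose-response confirmation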;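 note: death triggered by thapsigargin at about 15 µM added after 2 h compound pretreatment; cell ATP read after overnight thapsigargin exposure of roughly 18 to 22 hours; normalized against plate controls of thapsigargin alone and 5% DMSO vehicle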
MT stabilizer = microtubule stabilizers in HeLa cells, primary screen, imaging, high-content imaging | 0.83% of 200,000 active | HeLa tubulin immunostaining HCS, 24 h; share of cells brighter than vehicle mean+2SD | % tubulin-high responders, % at 10 µM;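 active = plate Z-score above 3 for both tubulin-high and condensed-nucleus cell shares, with cell loss under 80%, at 10 µM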;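 note: anti alpha tubulin signal scored within the nucleus-defined area of each cell; some results filed as inactive read as strong as hits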
M1AAP inhibition = P. falciparum M1AAP inhibitors, biochemical, fluorogenic H-Leu-NHMec substrate, 1536-well (AID 1445). Aminopeptidase N (Plasmodium falciparum (isolate 3D7)). recombinant M1AAP, H-Leu-NHMec fluorogenic kinetic assay; higher % means a stronger effect. inhibition, % at 30 µM; hits with a dose series show IC50 in µM. 0.42% of 220,000 active;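 active = primary inhibition above the hit cutoff, then over 50% inhibition at one or more dose response concentrations, cut at about 23% in these data, passing the limit was not always enough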;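 note: plate controls were DMSO full reaction for no effect and no enzyme background for full effect; strong numbers were not always called active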
Lipid droplet = inhibitors of hepatocyte lipid droplet formation, primary screen, imaging, high-throughput imaging, BODIPY stain | 0.4% of 240,000 active | AID 1656, 2009 | AML12 mouse hepatocytes, oleate lipid droplets | inhibition, % at 6.5 µM;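 active = lipid droplet intensity inhibited by at least 50%, with more than 500 cells counted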
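Assay system: AML12 hepatocytes (mouse) / Also added: 100 µM oleic acid challenge / Times: overnight treatment with compound plus oleate / Detection: high-content imaging of BODIPY-stained droplets and DAPI nuclei / Evaluation: % inhibition of lipid droplet signal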
Dynein transport cytoplasmic EGFP = further read-out of Dynein transport, marked with its call; z-score; measured here: cytoplasmic GR-EGFP intensity; stronger effect = higher value
Dynein transport nuclear GR-EGFP = second read-out of Dynein transport, no call of its own (marks repeat the call); z-score; measured here: nuclear GR-EGFP intensity;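 lower value marks the stronger effect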
Dynein transport cell count = also measured in Dynein transport; calls as there; z-score; measured here: cell count per field
Insulin prom up cell count = recorded beside Insulin prom up, whose call it bears; cell count; measured here: cytotoxicity, nuclei count;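 total cells summed across four imaged fields per well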
Lipid droplet cells 6.5 µM = second read-out of Lipid droplet, no call of its own (marks repeat the call); cell count; measured here: cell count, cytotoxicity flag;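 cells counted across two imaged fields per well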
MT stabilizer Hoechst-high % = second read-out of MT stabilizer, no call of its own (marks repeat the call); % Hoechst-high responders; measured here: nuclear condensation Hoechst responders;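 share of cells brighter than vehicle mean plus two SD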
MT stabilizer cytotoxicity % = second read-out of MT stabilizer, no call of its own (marks repeat the call); toxicity, %; measured here: cytotoxicity by cell density;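 0% = mean cell density of plate MIN control wells and 100% = no cells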
Autophagy mod cell loss 18 h = second read-out of Autophagy mod, no call of its own (marks repeat the call); toxicity, %; measured here: cell loss, nuclei count;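 cell loss after 18 h compound exposure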
* marks the source's active call; other numbers are inactive results; i = inactive; · = not tested or not shown.

SMILES	Yfh1-depleted yeast	Insulin prom up	Insulin prom up cell count	Dynein transport	Dynein transport cytoplasmic EGFP	Dynein transport nuclear GR-EGFP	Dynein transport cell count	M17LAP inhibition	Autophagy mod	Autophagy mod cell loss 18 h	CSM14.1 death rescue	MT stabilizer	MT stabilizer Hoechst-high %	MT stabilizer cytotoxicity %	M1AAP inhibition	Lipid droplet	Lipid droplet cells 6.5 µM
COCC(C)NC(=O)c1cc2cccc([N+](=O)[O-])c2[nH]1 (centres undefined)	i	-0.08	1001	0.015	-0.24	0.55	-0.18	12%	·	·	·	·	·	·	9%	6	693
COc1ccc(/C=N/NC(=O)c2cc(-c3cccn3C)n[nH]2)cc1OC	i	-1.4	1439	0.14	-0.33	-0.29	0.64	6%	i	2	-0.6%	4.1	2.4	9.3	6%	-4	768
Cc1cccc(CN2C(=O)c3ccccc3Sc3ccc(C(=O)NCCN4CCOCC4)cc32)c1	i	0.23	1109	-0.099	-0.19	-0.29	0.43	7%	i	5	0.5%	2.8	1.4	2.2	2%	-6	694
O=C(COC(=O)Cn1cnc2ccccc21)Nc1ccc2c(c1)OCCO2	i	-0.13	1297	0.24	-0.22	0.085	0.011	10%	i	7	1.1%	2.0	1.9	9.2	12%	·	·
COc1ccc(-c2[nH]ncc2CN2CCC(OCc3ccccc3)CC2)c(F)c1	i	·	·	-0.85	-0.17	-0.17	0.7	20%	i	-1	-2.3%	2.2	1.3	3.9	7%	-26	670
O=C(Cc1ncc(C(F)(F)F)cc1Cl)NCc1ccco1	i	-0.45	1270	-0.24	-0.34	-0.66	0.58	6%	i	0	-0.3%	3.4	2.5	5.5	-3%	-14	672
Cc1[nH]nc2c1C(c1ccc(F)cc1)C1=C(CC(C)(C)CC1=O)N2 (centres undefined)	i	-0.51	1306	-0.98	-0.081	-0.7	0.53	5%	i	-7	·	4.0	1.1	2.2	11%	10	727
O=C(CCSc1ccc(F)cc1)Nc1ccc(-n2cnnn2)cc1	i	·	·	0.19	-0.31	-0.35	-0.058	1%	i	-5	0.2%	4.2	2.4	6.5	3%	·	·
CCCCCNCc1cccc(Br)c1	i	-0.21	1538	-0.58	-0.2	0.31	1.3	-6%	i	-18	-0.7%	3.0	1.3	6.3	-6%	·	·
Cn1c(SCC(=O)O)nnc1C1CCCCC1	i	0.01	1999	-0.95	-0.14	-0.26	0.078	14%	i	-4	-2.1%	2.8	2.3	8.2	5%	20	693
COC(=O)/C=C1\SC(N)=NC1=O	i	-0.21	1443	-0.28	-0.26	-0.54	0.36	5%	·	·	·	·	·	·	2%	8	699
N=C(N)SCC1=CCS(=O)(=O)C1	i	0.19	1066	1.7	-0.21	0.78	-1.4	-6%	·	·	·	·	·	·	-2%	7	693
CCCn1c(=O)c2[nH]cnc2n(-c2ccc(Cl)cc2)c1=O	i	-0.25	1351	-0.28	-0.26	-0.26	0.51	1%	·	·	·	·	·	·	5%	8	768
CC(C)CNC(=S)N1CCC(NC(=O)C23CC4CC(CC(C4)C2)C3)CC1	i	·	·	-0.88	-0.2	-0.45	0.15	-5%	i	1	-2.0%	4.2	2.1	7.7	-2%	-16	747
CCCCn1c(O)c(N=NC(=O)Cn2c(C(F)(F)F)nc3ccccc32)c2ccccc21	i	0.26	1305	1.3	-0.14	0.46	-1.5	-15%	i	-3	-2.2%	3.9	3.8	11	-4%	6	630
CCCCN1C(=O)c2ccc(C(=O)Nc3c(N)n(CCCC)c(=O)n(C)c3=O)cc2C1=O	i	1.4	1100	0.78	-0.16	0.84	-0.39	-4%	i	-5	6.1%	3.9	1.8	7.9	-3%	·	·
Cc1ccc(NC(=O)c2cccc(S(C)(=O)=O)c2)cc1	i	0.4	1608	1.2	-0.22	0.35	0.29	0%	i	-12	-1.0%	3.3	2.2	3.8	6%	-6	666
O=c1c(Cl)c(N2CCOCC2)cnn1-c1ncc(C(F)(F)F)cc1Cl	i	-1	1531	-0.16	-0.2	0.65	-0.89	10%	i	9	1.8%	4.2	2.5	3.7	3%	-32	608
Cc1ccc(S(=O)(=O)N(CCC#N)C2CCCCC2)c2nsnc12	i	-0.74	1035	-0.57	-0.03	0.56	-0.012	10%	i	6	-0.2%	1.9	2.9	8.5	3%	-2	763
CS(=O)(=O)c1ccccc1C(=O)N1CCN(Cc2ccccc2)CC1	i	-0.47	1184	0.99	-0.17	0.4	-0.99	-5%	i	3	1.6%	1.6	1.8	8.2	6%	2	680
Cc1ccccc1NC1=NC(C)(C)N=C(N)N1	i	-0.03	972	-0.16	-0.22	-0.024	0.68	5%	i	-8	1.3%	2.0	1.9	6.1	6%	10	772
O=C(NCC1COc2ccccc2O1)c1ccc(NC(=O)C2CCCO2)cc1 (centres undefined)	i	0.31	1178	-0.88	-0.25	-0.2	0.84	6%	i	6	·	5.9	2.3	5.2	2%	2	669
O=C(O)CCn1c(C2CCCCC2)nc2ccccc21	i	·	·	-1	-0.22	-0.38	0.72	11%	i	13	0.3%	5.1	2.3	7.8	2%	·	·
c1ccc(-c2cn3c(n2)-c2ccccc2C3)cc1	i	1.7	1498	-0.75	-0.26	-0.47	0.31	-3%	i	7	-5.8%	6.1	1.9	5.1	19%	-12	656
CCn1ncc(C2=NOC(C(=O)NCCc3ccccc3)C2)c1C (centres undefined)	i	-0.3	1030	-1	-0.22	-0.37	1.7	-1%	i	-3	-1.0%	2.4	1.6	7.2	4%	15	770
CCN1C(=O)/C(=C\c2ccncc2)SC1=Nc1ccc(C)c(C)c1	i	-1.2	1326	-3	0.081	-1.1	0.68	-10%	i	4	-2.5%	5.6	3.7	4.2	12%	-11	573
COc1ccccc1N1CCN(C(CNS(C)(=O)=O)c2cccnc2)CC1 (centres undefined)	i	0.55	1064	0.64	0.021	0.48	0.24	18%	i	-9	-0.8%	0.8	2.2	11	14%	-2	698
CCOc1cc(C2C3=C(CCCC3=O)NC3=C2C(=O)CCC3)ccc1OCCO	i	0.47	1341	-0.39	-0.21	-0.32	1	3%	i	3	-3.7%	2.8	1.7	8.8	9%	1	808
Cc1ccc(S(=O)(=O)Nc2nc(C)cc(N/N=C/c3ccc(O)cc3)n2)cc1	i	-0.13	1414	0.7	-0.26	0.49	-0.16	14%	i	15	-0.5%	4.2	1.7	0.1	8%	-9	629
COc1ccc(S(=O)(=O)NCC(c2cccnc2)N2CCN(c3ccccc3OC)CC2)cc1C (centres undefined)	i	0.24	1675	1.5	-0.33	0.88	-0.67	1%	i	0	14%	4.3	2.8	20	5%	·	·
Cc1cccc(OCC2=NS(=O)(=O)c3ccccc3N2)c1	i	0.11	1371	-0.03	-0.14	0.037	-0.13	-42%	i	-2	-0.5%	4.6	3.1	4.3	1%	·	·
Cc1ccc(N/N=C2/CCCNC2=O)cc1	i	0.4	1570	0.97	-0.066	0.33	-0.68	40%	i	-5	-1.4%	1.8	1.6	6.7	1%	·	·
CCCS(=O)(=O)N1CCCC(C(=O)NCc2cccnc2)C1 (centres undefined)	i	-0.07	1606	0.34	-0.015	-0.014	0.44	10%	i	20	-2.6%	1.2	1.3	11	6%	·	·
O=C(Nc1ccc(Cl)c(Cl)c1)N1CCC(N2CCCCC2)CC1	i	0.27	1542	-0.76	-0.19	-0.44	1.7	5%	i	-6	-1.2%	2.2	1.7	8.5	5%	·	·
Clc1ccc(-c2nnc(-c3ccccc3)c(-c3ccccc3)n2)cc1	i	0.23	1574	-0.7	-0.29	-0.36	1.3	-6%	·	·	·	·	·	·	-4%	1	743
CCc1nc2sc3ccccc3c(=O)c2c(=O)n1CCOC	i	0.13	1272	0.28	0.16	-0.073	0.15	1%	i	3	2.3%	2.0	1.6	12	7%	·	·
OCc1ncc(-c2ccccc2)s1	i	0.04	1099	0.0056	-0.28	-0.41	0.13	-2%	·	·	·	·	·	·	1%	-21	660
S=c1[nH]nc(-c2n[nH]c3c2CCC3)n1/N=C/C=C/c1ccccc1	i	-0.71	969	-0.96	-0.29	0.27	0.61	1%	·	·	·	·	·	·	2%	·	·
COCCN1C=C2C(=O)C(C)(OC(=O)C3CCCC3)C(=O)C=C2C=C1c1ccsc1 (centres undefined)	i	-0.37	994	-0.27	-0.6	-0.07	-0.36	22%	·	·	·	·	·	·	3%	24	704
COc1ccc(C2N=C(c3ccccc3)NC(c3ccccc3)=N2)cc1	i	·	·	-0.31	-0.18	-0.57	2.3	4%	i	-11	-2.3%	4.1	1.9	3.5	-2%	-20	741
CCSc1nnc([C@H](Cc2ccccc2)NC(=O)OC(C)(C)C)o1	i	0.43	911	0.21	-0.07	0.21	0.28	-4%	i	-6	0.4%	1.6	2.0	3.0	3%	-8	816
